# OXTR potentiator – human OXTR potentiators, primary screen, fluorescence, CHO-OTR cells, Fluo-8 calcium | activation, % at 3 µM | Fluo-8 calcium fluorescence, potentiator mode; 0% = oxytocin EC15, 100% = EC100 | 320,000 compounds, 0.061% hits | Oxytocin receptor (Homo sapiens), P30559;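 active = activation above that plate's cutoff, the mean activation of tested compounds plus 3 SD, cut at about 6.6% in these data, passing the limit was not always enough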;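 note: 100% uses oxytocin at 75 nM as the full agonist control; some results filed as inactive read as strong as hits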
#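 Material: human OTR in CHO cells. Compound: 3.0 µM, one dose. Timing: compound 6 min at room temperature before oxytocin, 100 s read. Evaluation: % activation of max/min ratio relative to oxytocin controls. Replication: single well per compound, singlicate. Signal: Fluo-8 calcium dye fluorescence.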
# TAAR1 ag – human TAAR1 agonists, primary screen, Fluo-8 calcium fluorescence, CHO RD-HGA16 cells. Trace amine-associated receptor 1 (Homo sapiens), Q96RJ0. vehicle wells 0%, saturating PEA agonist 100%. activation, % at 3 µM. 360,000 compounds, 0.99% hits;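 active = activation above the mean activation of all test compounds in the run plus 3 SD, cut at about 38% in these data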
#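 Repeats: no replicates (n 1) | Material: CHO-derived RD-HGA16 cells with stable Gα16 and human TAAR1 | Technique: Kinetic Fluo-8 calcium fluorescence | Schedule: 17-24 h seeding, 75 min 37 °C dye, 30 min RT | Evaluation: % activation from peak over basal fluorescence ratio, DMSO-to-PEA scaled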
# CHRM1 antagonist – human M1 muscarinic receptor antagonists, primary screen, CHO-K1 cells, Fluo-8 calcium fluorescence, 1536-well; CHO-K1 hM1, ACh EC80 antagonist; inhibition, % at 3 µM; 360,000 compounds, 1.3% hits; AID 588852, 2011;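 active = percent inhibition above its own plate's cutoff, namely the mean of that plate's compound wells plus 3 SD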;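 note: peak over basal fluorescence ratio during 140 s after agonist addition; 0% = ACh EC80 plus DMSO and 100% = DMSO alone without agonist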
# Target sequence (P11229 whole entry, looked up): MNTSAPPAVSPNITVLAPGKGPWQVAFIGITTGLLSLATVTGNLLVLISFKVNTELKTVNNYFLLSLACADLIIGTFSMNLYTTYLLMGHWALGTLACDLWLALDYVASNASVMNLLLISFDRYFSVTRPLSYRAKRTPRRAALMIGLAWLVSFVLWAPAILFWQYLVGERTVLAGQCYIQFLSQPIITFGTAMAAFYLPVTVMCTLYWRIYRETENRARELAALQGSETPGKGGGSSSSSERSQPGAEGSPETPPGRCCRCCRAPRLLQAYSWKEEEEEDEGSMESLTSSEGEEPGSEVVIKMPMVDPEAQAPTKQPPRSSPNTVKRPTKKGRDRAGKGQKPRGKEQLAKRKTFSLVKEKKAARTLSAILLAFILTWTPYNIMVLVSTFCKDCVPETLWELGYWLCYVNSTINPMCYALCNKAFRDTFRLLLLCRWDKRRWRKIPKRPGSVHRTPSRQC
# CHRM1 agonist – human M1 muscarinic receptor agonists, primary screen, Fluo-8 calcium fluorescence, CHO-K1 cells, HTS | CHO-K1 hM1, agonist mode; 0% DMSO, 100% acetylcholine EC100 | activation, % at 3 µM | 360,000 compounds, 0.33% hits | AID 588814, 2011;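 active = activation above the run's mean compound activation plus 3 SD, cut at about 16% in these data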;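 note: peak over basal fluorescence ratio within a 140 s kinetic read after compound addition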
# CHO parental Ca – ATP-evoked calcium signal inhibitors, parental CHO, primary screen, counter-screen for OX1R antagonist project, cell-based, fluorescence, Fluo-8 calcium dye; parental CHO-K1, ATP-induced calcium, Fluo-8 fluorescence; 330,000 compounds, 0.63% hits; inhibition, % at 5.6 µM;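 active = inhibition above that plate's mean sample inhibition plus 3 SD, cut at about 26% in these data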;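 note: 0% = ATP-challenged DMSO wells and 100% = DMSO wells without ATP; some compounds past the cut are filed as inactive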
#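 Material: Parental CHO cells | Reagent: ATP | Compound dosing: Single nominal dose of 5.6 µM per compound | Detection: Intracellular calcium via Fluo-8 no-wash fluorescent dye | Read-out: % inhibition of ATP-induced calcium mobilization | Benchmarks: Low control ATP plus DMSO, high control DMSO only | Replicates: Singlicate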
# M1 PAM – human M1 muscarinic receptor positive allosteric modulators, primary screen, CHO-K1 cells, Fluo-8 calcium fluorescence, 1536-well; Muscarinic acetylcholine receptor M1 (Homo sapiens), P11229; activation, % at 3 µM; 360,000 compounds, 0.088% hits; CHO-K1 hM1, ACh EC20; 0% = ACh EC20, 100% = maximal ACh; in the data active = activation above about 19%, passing the limit was not always enough
# TAAR1 antagonist – human TAAR1 antagonists, primary screen, Fluo-8 calcium fluorescence, CHO RD-HGA16 cells | Trace amine-associated receptor 1 (Homo sapiens), Q96RJ0 | antagonist | 360,000 compounds, 1.5% hits | inhibition, % at 3 µM;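 active = inhibition above a per-plate cutoff, the mean inhibition of test compounds on that plate plus 3 SD, cut at about 49% in these data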;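 note: 0% = DMSO plus EC80 beta-PEA response and 100% = DMSO alone without agonist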
#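 test system = CHO RD-HGA16 cells bearing hTAAR1 | replication = singlicate | controls = DMSO-only wells and EC80 β-PEA-stimulated wells | reagent = EC80 β-phenethylamine stimulus | read-out basis = percent inhibition of PEA-evoked calcium signal, max/basal emission ratio | schedule = seeding 17-24 h prior, 75-min 37 °C, 30-min RT dye loading | signal = kinetic Fluo-8 calcium fluorescence measurement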
# OXTR ag – human OXTR agonists, primary screen, fluorescence, CHO-OTR cells, Fluo-8 calcium; Oxytocin receptor (Homo sapiens), P30559; Fluo-8 calcium fluorescence; normalized: DMSO 0%, oxytocin 100%; activation, % at 3 µM; 320,000 compounds, 0.32% hits;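 active = activation above the mean of all tested compounds plus 3 SD, cutoff set per screening run, cut at about 20% in these data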;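 note: peak over basal fluorescence ratio from a 100 s FLIPR kinetic read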
# V1aR counter – agonists of human V1a receptor, primary screen, counter-screen for OXTR agonist project, fluorescence, CHO-V1R cells; Fluo-8 calcium fluorescence, agonist mode; 0% DMSO, 100% 3 nM vasopressin; activation, % at 3 µM; 320,000 compounds, 0.25% hits;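 active = activation above the mean activation of all tested compounds plus 3 SD, per screening run, cut at about 20% in these data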;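 note: signal is peak over basal fluorescence ratio across a 100 second FLIPR read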
# Target sequence (P37288 whole entry, looked up): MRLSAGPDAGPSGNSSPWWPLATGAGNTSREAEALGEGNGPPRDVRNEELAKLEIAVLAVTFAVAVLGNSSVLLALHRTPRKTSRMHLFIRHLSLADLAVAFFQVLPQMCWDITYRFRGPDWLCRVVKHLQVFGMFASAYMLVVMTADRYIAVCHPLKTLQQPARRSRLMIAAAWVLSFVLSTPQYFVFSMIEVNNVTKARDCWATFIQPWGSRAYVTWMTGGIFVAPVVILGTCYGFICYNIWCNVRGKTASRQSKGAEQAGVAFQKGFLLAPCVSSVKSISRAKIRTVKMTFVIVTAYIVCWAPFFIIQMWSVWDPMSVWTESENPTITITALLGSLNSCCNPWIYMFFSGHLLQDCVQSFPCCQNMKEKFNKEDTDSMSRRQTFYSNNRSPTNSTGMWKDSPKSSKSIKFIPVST
# * marks the source's active call; other numbers are inactive results; . = no result given. No enrichment for hits, and some 3.7% of all compounds hit somewhere here.
SMILES,OXTR potentiator,TAAR1 ag,CHRM1 antagonist,CHRM1 agonist,CHO parental Ca,M1 PAM,TAAR1 antagonist,OXTR ag,V1aR counter
COc1ccc(N2CCN(C(=O)c3cc4c(=O)n(Cc5ccccc5)ccc4nc3C)CC2)cc1,-7.7,0.6,6.4,-1.1,-19.0,-2.0,-11.4,4.6,5.9
N#Cc1ccc(CSc2nnc(-c3ccccn3)n2-c2ccccc2)cc1,-11.3,8.1,-11.5,-0.5,-0.6,8.7,7.5,1.3,1.6
Cc1ccc(S(=O)(=O)N(C)C)cc1NC(=S)NNC(=O)C1CC1,-5.5,3.7,-8.0,-1.3,7.8,7.9,-7.0,0.4,0.8
COc1ccc(CN2C3CCCC2CC(NC(=O)Nc2ccccc2C)C3)cc1 (stereo not drawn),-5.0,1.7,-3.3,-3.5,-9.6,-0.4,2.5,0.9,0.8
CN(C)C1=NCCN1CC1CCCCC1,-6.3,8.1,-4.7,-13.0,-3.2,5.2,16.6,-0.5,0.7
C=CCn1c(=O)c(C(=O)Nc2ccccc2C)c(O)c2ccccc21,.,5.5,-9.7,2.1,.,12.4,-14.4,.,.
O=C(O)CCC(=O)OCCN(Cc1ccc(Oc2ccc([N+](=O)[O-])cc2)cc1)C(=O)C(Cl)Cl,.,-0.6,-17.1,-5.0,.,8.1,-41.3,.,.
O=C(CCN1CCOCC1)Nc1ccc2c(c1)N(C(=O)CN1CCOCC1)c1ccccc1CC2,-4.9,11.1,-19.0,-3.0,-14.5,1.7,-8.2,0.5,1.4
CC(C)NC(=O)c1ccc(S(=O)(=O)N(C)C)cc1,-13.0,1.7,-1.4,-2.9,-13.0,6.6,-4.5,-0.5,0.2
CSc1nc(N2CCOCC2)c2c3c(sc2n1)CCCC3,-4.0,12.8,-14.1,-8.0,-21.9,-1.2,8.0,-0.8,-0.1
Cc1nc2c(c(N3CCOCC3)n1)OCC(=O)N2,-9.2,5.2,-7.3,-4.0,-8.4,5.2,3.6,0.5,0.9
Nc1nc(-c2ccco2)nn1C(=O)CCc1ccccc1,-5.2,7.2,-0.9,-1.4,3.1,-9.6,-0.4,0.6,0.3
CCOc1ccccc1NC(=O)N1CCCC1C(=O)NCc1cccs1 (stereo not drawn),-7.1,-4.0,1.3,-2.8,-19.9,2.6,3.8,0.0,-0.7
O=C(N/N=C1\CCCc2ccccc21)C(O)c1ccccc1 (stereo not drawn),-8.9,9.2,-9.1,-3.0,-4.6,2.4,-2.0,0.4,1.2
Cc1ccnc(NC(=O)c2ccc(COc3ccc(Cl)cc3)o2)c1,-18.5,2.6,-9.7,-5.7,-26.7,-2.2,10.3,-1.4,-0.1
Cc1cc(Br)ccc1NC(=O)CN(C)C(=O)c1cc(S(=O)(=O)N(C)C)ccc1N1CCCC1,-5.0,1.9,7.1,-5.8,-25.7,-4.4,-12.1,-0.5,-0.1
CCCC(C(=O)N(C)CC(=O)Nc1ccc(N2CCOCC2)cc1)c1ccccc1 (stereo not drawn),-4.6,2.3,-9.1,-3.0,-7.8,4.0,-45.6,-1.1,0.3
CC1CCCC(C)N1C(=O)COc1ccc(C(=O)N/N=C/c2ccc(C(=O)O)cc2)cc1 (stereo not drawn),-5.1,3.0,-5.0,-2.1,-2.3,2.2,5.1,0.8,1.6
COc1ccc(-c2cc(-c3ccccc3)nc(N)n2)c(O)c1,.,-0.6,-8.5,1.9,.,-4.9,12.9,.,.
Cc1cccc(C(=O)NNC(=O)c2ccco2)c1,-8.1,1.2,-1.1,-6.5,0.2,12.2,2.4,0.9,0.6

# Part of the list above, showing only V1aR counter.
smiles	V1aR counter
O=C(N/N=C1\CCCc2ccccc21)C(O)c1ccccc1 (stereo not drawn)	1.2
Cc1ccnc(NC(=O)c2ccc(COc3ccc(Cl)cc3)o2)c1	-0.1

# The results go on:
SMILES,OXTR potentiator,TAAR1 ag,CHRM1 antagonist,CHRM1 agonist,CHO parental Ca,M1 PAM,TAAR1 antagonist,OXTR ag,V1aR counter
Cn1c(=O)c2c(ncn2CC(=O)NC[C@H]2O[C@@H](n3cnc4c(N)ncnc43)[C@H](O)[C@@H]2O)n(C)c1=O,.,2.2,-11.0,-1.1,-3.7,5.3,-12.0,.,.
Cn1cc([N+](=O)[O-])c(C(=O)Nc2ccn(C34CC5CC(CC(C5)C3)C4)n2)n1,-8.9,25.7,-8.4,-1.2,-10.7,8.0,-35.4,3.9,3.9
CC(C)(C)N(CC#CCC(O)(c1ccccc1)c1ccccc1)CCO,-4.6,1.4,12.7,-7.6,-14.3,-14.5,-24.3,0.1,-1.5
Cc1nnsc1C(=O)NNS(=O)(=O)c1cc(C(F)(F)F)cc(C(F)(F)F)c1,-4.7,0.3,-17.0,-1.2,-6.7,8.2,3.9,0.8,0.5
COC(=O)c1c(-c2ccc(C(C)(C)C)cc2)csc1NC(=O)C1C2CCC(O2)C1C(=O)O (stereo not drawn),-0.6,2.9,-7.3,-2.2,1.2,8.1,-7.8,2.6,1.9
COc1ccc(NC2CCCN(C(=O)c3cccnc3)C2)cc1 (stereo not drawn),-2.9,2.2,5.7,-3.0,-13.2,-2.2,-12.4,-0.1,-0.7
COc1ccc(/C=N/N(c2ccccc2)c2ccccc2)cc1O,.,6.0,11.9,-1.3,.,-3.1,-31.1,.,.
O=C1C2C3C=CC(C3=C3CCCCC3)C2C(=O)N1c1ccccc1 (stereo not drawn),-7.8,2.2,7.2,-0.4,-1.4,1.7,37.2,-2.1,0.3
COCCCNC(=S)Nc1ccccc1C,0.4,6.1,-5.1,-4.0,-13.8,-3.3,9.4,0.3,-0.4
COc1ccc(N2CCN(C(=O)COC(=O)c3oc4ccc(OC)cc4c3C)CC2)cc1,-12.6,14.1,14.0,0.3,17.5,-11.7,69.4*,3.0,9.0
COc1ccc(C(=O)NCCc2cccc(Cl)c2)cc1OC1CCN(C(C)=O)CC1,-10.6,2.5,-8.9,2.4,-16.5,11.3,3.5,0.9,0.2
CC1CCCN(CC(=O)NC(=O)NC2CCCCC2)C1 (stereo not drawn),-5.7,2.7,1.7,-6.6,-17.0,2.4,-2.6,-0.5,0.0
CC(C)(C)NC(=O)CSc1nnc(Cc2ccccc2)n1CC1CCCO1 (stereo not drawn),-1.5,11.0,-0.9,-3.5,-21.3,1.8,-7.3,0.0,-0.1
CN(C(=O)Cn1nnc(-c2ccc(F)cc2)n1)C1CCS(=O)(=O)C1 (stereo not drawn),5.1,0.9,6.5,0.8,-1.5,3.6,-18.2,1.4,0.5
O=[N+]([O-])c1nn(-c2ccc3c(c2)OCCO3)n(O)c1=NC1CCCCC1,-10.3,2.2,-14.7,-4.2,-15.8,11.8,-3.7,-2.3,-1.5
O=C(COc1ccc(Cl)cc1Cl)Nc1ccccc1F,-13.0,4.9,-3.9,-3.4,-12.4,4.9,-26.4,0.6,-0.2
CC(=O)c1cccc(NC(=O)c2ccc3c(c2)OCO3)c1,-7.5,4.0,-5.7,-1.8,2.7,2.2,-7.3,0.2,-1.0
OCCC1CN(Cc2cnc(-c3ccc(Cl)cc3)nc2)CCN1C1CCCC1 (stereo not drawn),-0.5,2.2,18.0,-7.5,-4.2,-13.9,-2.0,5.0,4.2
COc1cc(C(=O)NCC(c2ccco2)N2CCc3ccccc3C2)cc(OC)c1OC (stereo not drawn),1.5,28.1,-4.4,-6.0,-18.5,3.5,-10.1,-2.0,-0.5
CSc1ccc(C(=O)NCC(c2ccco2)N(C)C)cc1[N+](=O)[O-] (stereo not drawn),-9.0,1.7,-3.9,-11.8,-12.1,-0.5,-5.5,1.3,1.7

# 3 compounds out of the list above, ordered by the number in OXTR potentiator, high to low:
mol,OXTR potentiator
CC(C)(C)N(CC#CCC(O)(c1ccccc1)c1ccccc1)CCO,-4.6
Nc1nc(-c2ccco2)nn1C(=O)CCc1ccccc1,-5.2
CSc1ccc(C(=O)NCC(c2ccco2)N(C)C)cc1[N+](=O)[O-] (stereo not drawn),-9.0

# (list continues)
SMILES,OXTR potentiator,TAAR1 ag,CHRM1 antagonist,CHRM1 agonist,CHO parental Ca,M1 PAM,TAAR1 antagonist,OXTR ag,V1aR counter
CS(=O)(=O)N1N=C(c2ccco2)CC1c1ccc(Cl)cc1 (stereo not drawn),-10.9,0.7,-19.7,-1.9,-3.0,3.5,7.4,0.4,0.5
COc1cccc(C(=O)OCC(=O)NCc2ccc3c(c2)OCO3)c1OC,-2.9,0.6,-3.0,1.2,-15.0,10.2,-6.5,-2.0,0.4
O=C(NC(=O)c1ccccc1)Nc1ccc(-c2cnco2)cc1,-6.6,2.1,-8.1,-0.9,8.1,14.5,-27.4,-0.2,-0.3
CCOC(=O)/C=C/C(=O)Nc1ccc(S(=O)(=O)Nc2nccs2)cc1,-4.3,-1.2,-6.8,-3.2,2.3,7.9,-3.0,0.8,1.1
COc1ccccc1OCCNC(=O)c1cc(C2CC2)nc2c1cnn2C(C)C,-2.5,-0.6,-9.8,-4.2,-21.0,10.9,12.9,-1.6,-1.2
COc1ccc(Cl)cc1NC(=O)C1CC(c2c(F)cccc2Cl)=NO1 (stereo not drawn),0.0,0.2,-4.3,-5.3,-13.0,-2.6,4.2,0.2,1.8
CCN(C(=O)CCS(=O)(=O)c1cccc2nonc12)c1ccc(F)cc1,0.8,0.5,-5.1,-1.2,-3.7,-1.4,2.3,0.9,-0.1
Cc1ccc(C(=O)N/N=C\c2cc3c(cc2Br)OCO3)cn1,-7.4,4.9,-0.5,-2.6,11.2,-1.4,-5.7,-0.6,-0.8
CCC(=O)NC(/C=C/c1ccccc1)c1cc([N+](=O)[O-])c2cccnc2c1O (stereo not drawn),-0.5,5.4,.,.,-9.7,.,-12.3,1.3,0.7
C/C(=N\NC(=S)NCc1ccccc1)c1ccc2c(c1)OCCO2,-25.7,1.5,13.9,-3.1,0.0,-5.0,-2.4,1.3,2.9
